Screening results (PubChem)
PRC2 inh: EZH2/PRC2 methyltransferase inhibitors, primary screen, biochemical, DELFIA time-resolved fluorescence, single point. AID 651548, 2012. PRC2 H3K27 methylation, DELFIA TRF, 1 h. inhibition, % at 12.5 µM. Histone-lysine N-methyltransferase EZH2 (Homo sapiens), Q15910. 57,000 compounds, 0.35% hits;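 active means mean inhibition of replicates at least 50% and every single replicate also reaching 50%; inconclusive means mean inhibition at least 50% but some replicate falls below 50%; inactive means mean inhibition under 50%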;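 further: dimethyl H3K27 on biotinylated H3 21-44 peptide detected by antibody; plate controls were median neutral control wells for no effect and median positive control wells for full effect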
Target sequence (Q15910 whole entry, looked up): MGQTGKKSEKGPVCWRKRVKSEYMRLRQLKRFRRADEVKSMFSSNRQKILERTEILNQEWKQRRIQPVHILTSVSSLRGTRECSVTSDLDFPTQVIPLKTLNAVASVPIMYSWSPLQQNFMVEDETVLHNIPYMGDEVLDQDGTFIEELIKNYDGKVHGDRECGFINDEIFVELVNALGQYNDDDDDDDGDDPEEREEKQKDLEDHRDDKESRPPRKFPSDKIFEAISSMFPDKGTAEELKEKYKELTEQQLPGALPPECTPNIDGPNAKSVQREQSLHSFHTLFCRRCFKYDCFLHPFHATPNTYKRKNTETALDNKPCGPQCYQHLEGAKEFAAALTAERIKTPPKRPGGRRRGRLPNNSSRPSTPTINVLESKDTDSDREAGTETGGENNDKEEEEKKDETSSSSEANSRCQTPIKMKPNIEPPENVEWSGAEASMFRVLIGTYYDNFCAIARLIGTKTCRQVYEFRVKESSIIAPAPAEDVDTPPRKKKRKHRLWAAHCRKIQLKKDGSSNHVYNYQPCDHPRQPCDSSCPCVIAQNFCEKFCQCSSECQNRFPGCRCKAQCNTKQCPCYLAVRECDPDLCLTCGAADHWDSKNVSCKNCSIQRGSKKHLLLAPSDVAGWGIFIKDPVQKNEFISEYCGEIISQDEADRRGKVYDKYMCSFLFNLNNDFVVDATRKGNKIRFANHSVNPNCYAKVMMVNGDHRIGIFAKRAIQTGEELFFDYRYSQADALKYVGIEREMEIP
IDH1 R132H inh: inhibitors of IDH1 R132H reductase, primary screen, biochemical, plate reader, single point | diaphorase/resazurin fluorescence, 60 min | 70,000 compounds, 0.18% hits | AID 624101, 2012 | inhibition, % at 10 µM; in the data active means inhibition above about 34%; inconclusive means no clear call, values can overlap the other calls; inactive means below about 11%;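 further: 0% = DMSO and 100% = no enzyme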
An asterisk follows results filed as active; ? = inconclusive; . = no result given. Some of the compounds tested. The share of hits here may be higher or lower than overall.

SMILES | PRC2 inh | IDH1 R132H inh
C[C@@H]1CN([C@H](C)CO)S(=O)(=O)c2ccc(-c3cncnc3)cc2O[C@H]1CN(C)C(=O)Cc1cccnc1 | . | 6.0
COc1ccccc1S(=O)(=O)N[C@@H]1C=C[C@@H](CC(=O)NCc2cccc(F)c2)O[C@@H]1CO | 2.6 | 0.1
C[C@@H]1CN([C@@H](C)CO)C(=O)c2cc(C3=CCCC3)cnc2O[C@H]1CN(C)C(=O)C1CC1 | -7.5 | 0.9
C[C@@H]1CCCCO[C@@H](CN(C)C(=O)C2CCCCC2)[C@@H](C)CN([C@@H](C)CO)C(=O)c2cc(N(C)C)ccc2O1 | 0.6 | .
O=C(C[C@H]1C[C@H]2c3cc(NC(=O)C4CCC4)ccc3O[C@H]2[C@H](CO)O1)NC1CCCCC1 | 4.7 | 0.0
COc1ccc(NC(=O)Nc2cccc3c2O[C@H](CN(C)Cc2ccc(Cl)c(Cl)c2)[C@@H](C)CN([C@@H](C)CO)C3=O)cc1 | . | 0.5
CC(C)C#Cc1ccc2c(c1)O[C@@H](CN(C)C(=O)c1ccncc1)[C@H](C)CN([C@H](C)CO)S2(=O)=O | 0.5 | .
CC(C)c1cn(CC[C@H]2CC[C@@H](NC(=O)C3CCCCC3)[C@@H](CO)O2)nn1 | -3.7 | -0.5
COc1ccccc1NC(=O)CSc1nccc(=O)[nH]1 | 17.0 | 0.1
CCOC(=O)c1c(NC(=S)N(C)Cc2c(C)nn(C)c2C)sc2c1CCCCCC2 | -19.4 | -0.7
O=C(NCC1CCCO1)c1ccccc1S(=O)(=O)c1ccc([N+](=O)[O-])cc1 (stereo not given) | 7.9 | 0.3
COC(=O)c1ccccc1NC(=O)c1nc2ncccn2n1 | 10.2 | 0.4
C[C@H](CO)N1C[C@H](C)[C@H](CN(C)Cc2ccc(-c3ccccc3)cc2)Oc2ccc(NC(=O)CCN3CCOCC3)cc2C1=O | -13.5 | 0.3
Cc1noc(C)c1NC(=O)N[C@H]1CC[C@@H](CC(=O)N2CCCCC2)O[C@H]1CO | 4.5 | 0.2
COc1ccc(NC(=O)Nc2ccc3c(c2)C(=O)N([C@H](C)CO)C[C@@H](C)[C@H](CN(C)Cc2ccc4c(c2)OCO4)O3)cc1 | -0.8 | 2.3
O=C(CSc1nc2cc3ccccc3cc2[nH]1)Nc1cccc(C(F)(F)F)c1 | 1.0 | -0.1
C[C@@H]1CN([C@@H](C)CO)C(=O)c2cc(-c3cccc(C#N)c3)cnc2O[C@@H]1CN(C)Cc1ccccc1 | . | -1.1
COc1ccc(S(=O)(=O)Nc2ccc3c(c2)C(=O)N([C@@H](C)CO)C[C@@H](C)[C@H](CN(C)S(=O)(=O)c2ccccc2)O3)cc1 | . | 0.4
O=C(C[C@H]1C[C@@H]2c3cc(NC(=O)C4CCOCC4)ccc3O[C@@H]2[C@@H](CO)O1)NCc1cccnc1 | 0.9 | -0.4
C[C@H](CO)N1C[C@H](C)[C@@H](CN(C)S(C)(=O)=O)Oc2ccc(NS(=O)(=O)c3ccccc3)cc2CC1=O | . | -0.5
CC(C)(C)c1ccc(C(=O)N2CCN(c3ccc([N+](=O)[O-])c(NCc4cccnc4)c3)CC2)cc1 | 18.6 | -0.5
C[C@@H]1CN([C@H](C)CO)C(=O)c2cc(/C=C/c3ccccc3)cnc2O[C@@H]1CN(C)C(=O)CN(C)C | -15.6 | -0.3
CC(=O)N(C)C[C@@H]1OCc2ccccc2-c2c(n(C)c3ccccc23)C(=O)N([C@@H](C)CO)C[C@H]1C | -26.7 | 0.0
CC(=O)N(C)C[C@H]1Oc2cc(-c3ccccc3F)ccc2S(=O)(=O)N([C@H](C)CO)C[C@H]1C | -3.4 | 0.4
C[C@@H]1CCCCO[C@H](CN(C)C(=O)c2ccccc2)[C@H](C)CN([C@@H](C)CO)C(=O)c2cc(NC(=O)c3ccncc3)ccc2O1 | -1.8 | 1.7
C[C@@H]1CN([C@@H](C)CO)C(=O)Cc2cc(NC(=O)Nc3ccc4c(c3)OCO4)ccc2O[C@H]1CN(C)Cc1ccncc1 | -15.2 | ?
CO[C@H]1CN(C)C(=O)c2cc(NC(=O)Nc3cccc(Cl)c3)ccc2OC[C@H](C)NC[C@H]1C | -4.6 | 0.1
C[C@H]1CN([C@@H](C)CO)C(=O)c2cc(NC(=O)Nc3cccc4ccccc34)ccc2O[C@@H]1CN(C)Cc1ccc(Cl)c(Cl)c1 | . | -5.2
CC(C)(C)[S@](=O)N1Cc2cc(C(=O)NCc3ccccc3F)nc(-c3cccc(-c4cccnc4)c3)c2[C@@H]1CCO | -10.1 | -0.6
COc1ccc(NC(=O)Nc2ccc3c(c2)CC(=O)N([C@@H](C)CO)C[C@H](C)[C@@H](CN(C)Cc2ccc(-c4ccccc4)cc2)O3)cc1 | . | -1.3
CS(=O)(=O)Nc1ccc2c(c1)[C@H]1C[C@@H](CC(=O)NCc3ccc(Oc4ccccc4)cc3)O[C@@H](CO)[C@H]1O2 | 5.9 | -0.2
CC(C)CC#Cc1ccc2c(c1)O[C@@H](CN(C)C(=O)C1CC1)[C@@H](C)CN([C@@H](C)CO)S2(=O)=O | 8.3 | .
Cc1noc(C)c1NC(=O)Nc1ccc2c(c1)C(=O)N([C@H](C)CO)C[C@H](C)[C@@H](CN(C)Cc1ccncc1)O2 | 7.8 | 0.1
CC(C)NC(=O)N(C)C[C@H]1Oc2ccc(NC(=O)Cn3cnnn3)cc2C(=O)N([C@H](C)CO)C[C@@H]1C | . | 1.6
N#C[C@H]1[C@@H](c2ccccc2)[C@@H](CO)N1C(=O)c1cccnc1 | . | 1.5
C[C@@H]1CN([C@H](C)CO)C(=O)c2cccc(NC(=O)c3ccncc3)c2O[C@@H]1CN(C)C(=O)Nc1ccc2c(c1)OCO2 | . | 3.2
C[C@@H]1CCCCO[C@H](CN(C)C(=O)c2ccncc2)[C@H](C)CN([C@H](C)CO)C(=O)c2cc(NS(=O)(=O)c3ccc(F)cc3)ccc2O1 | . | 2.9
CCCc1cc(=O)[nH]c(SCC(=O)Nc2cc(Cl)ccc2Cl)n1 | -14.3 | -0.2
O=C(C[C@H]1C=C[C@@H](NS(=O)(=O)c2cccc(F)c2)[C@@H](CO)O1)N1CCCCC1 | 5.8 | 0.0
O=C(N[C@@H]1CC[C@H](CCn2cc(-c3ccccn3)nn2)O[C@H]1CO)c1ccccc1 | 0.7 | 0.1

In another format: 4 of the compounds above.
COc1ccc(S(=O)(=O)Nc2ccc3c(c2)C(=O)N([C@@H](C)CO)C[C@@H](C)[C@H](CN(C)S(=O)(=O)c2ccccc2)O3)cc1
  PRC2 inh = . | IDH1 R132H inh = 0.4
O=C(C[C@H]1C[C@@H]2c3cc(NC(=O)C4CCOCC4)ccc3O[C@@H]2[C@@H](CO)O1)NCc1cccnc1
  PRC2 inh = 0.9 | IDH1 R132H inh = -0.4
C[C@H](CO)N1C[C@H](C)[C@@H](CN(C)S(C)(=O)=O)Oc2ccc(NS(=O)(=O)c3ccccc3)cc2CC1=O
  PRC2 inh = . | IDH1 R132H inh = -0.5
CC(C)(C)c1ccc(C(=O)N2CCN(c3ccc([N+](=O)[O-])c(NCc4cccnc4)c3)CC2)cc1
  PRC2 inh = 18.6 | IDH1 R132H inh = -0.5

Returning to the listing; the five compounds before the break are reprinted first.
SMILES | PRC2 inh | IDH1 R132H inh
C[C@@H]1CN([C@H](C)CO)C(=O)c2cccc(NC(=O)c3ccncc3)c2O[C@@H]1CN(C)C(=O)Nc1ccc2c(c1)OCO2 | . | 3.2
C[C@@H]1CCCCO[C@H](CN(C)C(=O)c2ccncc2)[C@H](C)CN([C@H](C)CO)C(=O)c2cc(NS(=O)(=O)c3ccc(F)cc3)ccc2O1 | . | 2.9
CCCc1cc(=O)[nH]c(SCC(=O)Nc2cc(Cl)ccc2Cl)n1 | -14.3 | -0.2
O=C(C[C@H]1C=C[C@@H](NS(=O)(=O)c2cccc(F)c2)[C@@H](CO)O1)N1CCCCC1 | 5.8 | 0.0
O=C(N[C@@H]1CC[C@H](CCn2cc(-c3ccccn3)nn2)O[C@H]1CO)c1ccccc1 | 0.7 | 0.1
C[C@H]1CN([C@@H](C)CO)C(=O)c2cc(NS(=O)(=O)c3cccs3)ccc2O[C@H]1CN(C)C(=O)Nc1cccc2ccccc12 | . | -0.3
COC(=O)C(C(CO)Cc1ccc(O)c(OC)c1)C(O)c1ccc(O)c(OC)c1 (stereo not given) | -20.6 | -0.3
CNC[C@H]1Oc2ncc(-c3cccc(F)c3)cc2C(=O)N([C@@H](C)CO)C[C@H]1C | -16.9 | 0.4
C[C@@H]1CCCCO[C@H](CN(C)Cc2ccc(C(F)(F)F)cc2)[C@H](C)CN([C@H](C)CO)C(=O)c2cc(NC(=O)Cc3ccccc3)ccc2O1 | . | -11.1
COc1cc(OC)cc(-c2nnc(SCC(=O)N3c4ccccc4Sc4ccccc43)o2)c1 | . | -0.6
Cc1noc(C)c1S(=O)(=O)N(C)C[C@H]1Oc2ccc(NC(=O)CCCCCC(=O)Nc3ccccc3N)cc2CC(=O)N([C@@H](C)CO)C[C@H]1C | -9.5 | 0.5
C[C@@H]1CCCCO[C@H](CN(C)C(=O)NC2CCCCC2)[C@H](C)CN([C@H](C)CO)C(=O)c2cc(NC(=O)C3CCCCC3)ccc2O1 | . | 1.0
C[C@H]1CN([C@@H](C)CO)C(=O)Cc2cc(NC(=O)CCCCCC(=O)Nc3ccccc3N)ccc2O[C@H]1CN(C)C(=O)Nc1ccc(C(F)(F)F)cc1 | -21.2 | 0.1
CC(Oc1ccc(Cl)cc1Cl)C(=O)Nc1ccc2oc(-c3cccnc3)nc2c1 (stereo not given) | 12.9 | 0.1
C[C@@H]1CCCCO[C@H](CN(C)C(=O)CCC(F)(F)F)[C@H](C)CN([C@@H](C)CO)C(=O)c2cc(NC(=O)c3ccccc3)ccc2O1 | . | -0.8
Cc1ccc2[nH]c(C)c(CCNC(=O)Nc3ccc(Cl)cc3)c2c1 | 11.3 | -0.1
O=C(NC1CCCC1)N[C@H]1C=C[C@H](CC(=O)N2CCOCC2)O[C@@H]1CO | -7.9 | 0.5
CC(C)NC(=O)Nc1cccc2c1O[C@@H](CN(C)C(=O)Nc1ccc(C(F)(F)F)cc1)[C@@H](C)CN([C@@H](C)CO)C2=O | -3.9 | .
C/C=C/c1cnc2c(c1)C(=O)N([C@@H](C)CO)C[C@@H](C)[C@@H](CN(C)Cc1ccncc1)O2 | -1.5 | -0.7
Cc1ccc(CSc2nc(C)c(Oc3cccc(C(F)(F)F)c3)c(=O)n2C)cc1 | -337.5 | 0.7
Cc1noc(C)c1S(=O)(=O)N(C)C[C@@H]1Oc2ccc(NC(=O)CCCCCC(=O)Nc3ccccc3N)cc2CC(=O)N([C@H](C)CO)C[C@@H]1C | -16.0 | 0.4
COc1ccc(C#Cc2cnc3c(c2)C(=O)N([C@H](C)CO)C[C@H](C)[C@H](CN(C)CC2CCOCC2)O3)cc1 | -8.7 | -2.9
Cc1noc(C)c1NC(=O)Nc1ccc2c(c1)CC(=O)N([C@H](C)CO)C[C@@H](C)[C@H](CN(C)C(=O)Nc1ccccc1)O2 | . | 0.5
CC(C)C#Cc1cnc2c(c1)C(=O)N([C@@H](C)CO)C[C@@H](C)[C@H](CN(C)C(=O)c1ccccn1)O2 | -7.2 | 0.0
O=C(C[C@@H]1C[C@H]2c3cc(NC(=O)C4CCOCC4)ccc3O[C@H]2[C@H](CO)O1)NCc1ccc2c(c1)OCO2 | 10.8 | 4.0
CO[C@@H]1CN(C)C(=O)c2ccc(NC(=O)Cc3ccccc3)cc2OC[C@@H](C)N(C)C[C@@H]1C | 6.0 | 0.0
C[C@@H]1CN([C@H](C)CO)C(=O)c2cccc(NC(=O)Nc3ccc(F)cc3)c2O[C@@H]1CN(C)Cc1ccccc1 | -4.0 | 1.0
CS(=O)(=O)N1N=C(c2cccc(NS(=O)(=O)c3ccccc3)c2)CC1c1ccco1 (stereo not given) | 9.4 | -0.6
Cc1noc(C)c1NC(=O)N(C)C[C@H]1Oc2ccc(NC(=O)CCC(F)(F)F)cc2C(=O)N([C@@H](C)CO)C[C@H]1C | -7.8 | .
Cc1cc(C)c(NC(=O)CN(c2ccccc2)S(=O)(=O)N(C)C)c(C)c1 | 3.3 | 0.8
C[C@@H]1CN([C@H](C)CO)C(=O)c2cccc(NC(=O)Nc3ccc(F)cc3)c2O[C@@H]1CN(C)S(=O)(=O)c1cccs1 | . | 3.5
NC(=O)CSc1nc2c(c(=O)n1Cc1ccccc1)C1(CCCC1)Cc1ccccc1-2 | -13.0 | 0.4
CC(C)NC(=O)N(C)C[C@@H]1Oc2c(NC(=O)C3CCOCC3)cccc2C(=O)N([C@@H](C)CO)C[C@@H]1C | 6.9 | 1.3
C[C@H](CO)N1C[C@H](C)[C@@H](CN(C)C(=O)c2ccncc2)Oc2cc(C3=CCCCC3)ccc2S1(=O)=O | -4.6 | .
CC(C)NC(=O)Nc1cccc2c1O[C@H](CN(C)C(=O)Nc1ccc(F)cc1)[C@H](C)CN([C@H](C)CO)C2=O | -26.3 | .
O=C(Nc1cccc(Cl)c1)N[C@H]1CC[C@H](CCn2cc(Cc3ccccc3)nn2)O[C@@H]1CO | -8.3 | 0.1
C[C@H](CO)N1C[C@H](C)[C@@H](CN(C)C(=O)Nc2ccc(F)cc2)Oc2cc(C#CC3(O)CCCC3)ccc2S1(=O)=O | -38.4 | .
COc1ccc(CN(C)C[C@@H]2OCCCC[C@H](C)Oc3ccc(NS(=O)(=O)c4ccc(C)cc4)cc3C(=O)N([C@@H](C)CO)C[C@H]2C)cc1 | . | 2.1
CCC(=O)N(C)C[C@@H]1Oc2ncc(-c3cccc(OC)c3)cc2C(=O)N([C@@H](C)CO)C[C@H]1C | . | -0.5
